Assay outcomes deposited in PubChem BioAssay by several laboratories.
G6PDH counter – inhibits Leuconostoc G6PDH, flagging false hits in G6PDH-based assays. inhibition, % at 5 µM. Purified L. mesenteroides G6PDH, diaphorase/resazurin coupled fluorescence, 45 min. actives 0.12% (n = 200,000); in the data active means inhibition above about 50%
S1P3 antag – blocks the human S1P3 receptor. Q99500. CHO S1P3 NFAT-BLA reporter, FRET fluorescence, antagonist mode. inhibition, % at 4.98 µM. actives 0.27% (n = 170,000). AID 485;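 active means inhibition above the plate cutoff, the mean inhibition of test wells on that plate plus 3 SD, cut at about 28% in these data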;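 further: cells challenged with S1P at its EC80 of 0.8 µM; blue over green emission ratio from cleaved BLA substrate after 4 h stimulation; 0% = S1P-stimulated wells and 100% = unstimulated DMSO-only wells; some compounds past the cut are filed as inactive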
Target sequence (Q99500 whole entry, looked up): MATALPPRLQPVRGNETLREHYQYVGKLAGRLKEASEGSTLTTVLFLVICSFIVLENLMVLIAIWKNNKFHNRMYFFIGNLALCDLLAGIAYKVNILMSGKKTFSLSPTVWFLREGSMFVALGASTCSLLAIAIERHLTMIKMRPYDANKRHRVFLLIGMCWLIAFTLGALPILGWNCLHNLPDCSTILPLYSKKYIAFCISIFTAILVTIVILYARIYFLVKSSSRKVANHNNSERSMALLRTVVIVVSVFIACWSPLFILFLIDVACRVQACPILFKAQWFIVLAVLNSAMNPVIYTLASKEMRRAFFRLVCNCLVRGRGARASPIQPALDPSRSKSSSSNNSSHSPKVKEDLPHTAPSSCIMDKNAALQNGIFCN
PPARg SRC2 recr – agonists of SRC-2 recruitment by human PPARgamma; activation, % at 8 µM; PPARgamma LBD-SRC-2 recruitment, biochemical; P37231; actives 0.34% (n = 200,000); in the data active means activation above about 22%;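 further: 0% = vehicle and 100% = reference agonist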
Diaphorase inh – counter-screen for diaphorase-based assays: diaphorase inhibitors and chemical oxidizers | AID 1217 | inhibition, % at 20 µM | actives 0.69% (n = 190,000) | diaphorase resazurin-to-resorufin fluorescence, NADH, 16 min; bacterial (C. kluyveri) enzyme, not human;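 active means primary screen inhibition at 20 µM above a set limit, cut at about 50% in these data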;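 further: plate controls were DMSO with full reaction for no effect and wells lacking NADH for full effect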
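System: Bacterial diaphorase enzyme (C. kluyveri) | Incubation: 16-min room-temperature incubation before reading | Benchmarks: No-NADH positive control and DMSO neutral control | Measured by: Resorufin fluorescence 544/590 nm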
ROMK primary – human ROMK K+ channel modulation, primary screen; P48048; Tet-inducible ROMK, thallium flux fluorescence; actives lie on both sides; B-score at 10 µM; actives 2% (n = 130,000); AID 1918;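 active means signal ratio slope over the read window, or its plate-corrected B-score, at least 3 SD from the plate mean, either direction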;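 further: B-score of the F/F0 ratio slope over 7 to 12 s after thallium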
Target sequence (P48048 whole entry, looked up): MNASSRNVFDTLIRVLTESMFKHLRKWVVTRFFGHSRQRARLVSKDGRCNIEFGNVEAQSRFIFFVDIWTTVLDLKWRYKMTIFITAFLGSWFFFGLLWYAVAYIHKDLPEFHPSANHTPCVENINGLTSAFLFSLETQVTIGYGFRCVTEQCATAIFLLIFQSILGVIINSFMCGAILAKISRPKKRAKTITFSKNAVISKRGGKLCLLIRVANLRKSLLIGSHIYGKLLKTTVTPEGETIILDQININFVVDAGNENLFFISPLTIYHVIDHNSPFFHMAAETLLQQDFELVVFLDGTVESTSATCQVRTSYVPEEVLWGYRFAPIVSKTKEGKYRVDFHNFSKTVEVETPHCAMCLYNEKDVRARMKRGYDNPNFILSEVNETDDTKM
PPARg SRC-3 ag – agonists of human PPARgamma SRC-3 coactivator recruitment; P37231; biochemical PPARgamma/SRC-3 coactivator recruitment assay; activation, % at 8 µM; actives 0.26% (n = 200,000); in the data active means activation above about 23%;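 further: 0% = DMSO and 100% = reference agonist; some compounds past the cut are filed as inactive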
Diaph act CS – activates diaphorase or chemically reduces, flagging diaphorase assay artifacts; activation factor at 20 µM; actives 0.005% (n = 190,000); AID 1229; Diaphorase/resazurin coupled assay, resorufin fluorescence, 16 min; stronger effect = higher value; 1 = vehicle wells, 0 = NADH-free wells;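 active means diaphorase activity raised at least twofold by the compound at 20 µM; inactive means activation factor below 2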
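test system = bacterial diaphorase enzyme (C. kluyveri) | quantity = enzyme 0.07 U/mL final | reagent = NADH substrate 0.114 mM plus resazurin dye 0.1 mM, final | incubation = 16 min enzyme reaction, ambient temperature | buffer or medium = HEPES pH 7.4 buffer with MgCl2 and Tween 20 | signal = fluorescence of resorufin, 544 nm excitation, 590 nm emission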
PPARg SRC-1 ag – PPARgamma-driven SRC-1 recruitment agonism. PPARgamma-SRC-1 coactivator recruitment biochemical assay. activation, % at 8 µM. actives 0.41% (n = 200,000). AID 631; in the data active means activation above about 19%;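 further: 0% = DMSO and 100% = reference agonist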
SRC2 TRFRET art – counter-screen for PPARgamma SRC-2 recruitment agonists: TR-FRET artefact | stronger effect = higher value | TR-FRET ratio at 8 µM | actives 0.4% (n = 200,000) | AID 1049; in the data active means TR-FRET ratio above about 2000; further: inactives centre near 1500
PMI act satM6P – activators of human phosphomannose isomerase at near-saturating mannose 6-phosphate; P34949; coupled PMI enzyme assay, resazurin fluorescence, 20 min; stronger effect = higher value; 1 = untreated enzyme, 0 = substrate-free blank; activation factor at 20 µM; actives 0.34% (n = 190,000); AID 1216;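 active means activation factor of 2 or more at 20 µM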
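Material: human phosphomannose isomerase with PGI, G6PDH, diaphorase coupling enzymes / Reagent: Man-6-P substrate 1.0 mM / Dosing: single compound dose of 20 µM, 1% DMSO final / Incubation: enzyme reaction with compound 20 min at room temperature / Signal: resorufin fluorescence (Ex 544/Em 590 nm) from resazurin via diaphorase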
PMI act – activators of human phosphomannose isomerase | actives 0.005% (n = 190,000) | purified human PMI, coupled resazurin fluorescence, 20 min; stronger effect = higher value; 1 = vehicle control, 0 substrate-free wells | P34949 | activation factor at 20 µM;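 active means activation factor of 2 or more at 20 µM, relative to plate controls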
* marks the source's active call; other numbers are inactive results; . = not tested or not shown.

SMILES	G6PDH counter	S1P3 antag	PPARg SRC2 recr	Diaphorase inh	ROMK primary	PPARg SRC-3 ag	Diaph act CS	PPARg SRC-1 ag	SRC2 TRFRET art	PMI act satM6P	PMI act
COc1cc(/C=C(\C#N)C(=O)Nc2ccc(SC(F)F)cc2)cc(OC)c1OC	4	.	5	7	-0.61	3	0.9	9	1380	1	1
CN(C)CCCN1C(=O)c2cccc3c([N+](=O)[O-])ccc(c23)C1=O	9	33*	1	-1	-4.8*	3	1	10	1521	0.7	0.9
Cc1cccc2sc(NC(=O)CSc3nc4ccccc4o3)nc12	1	.	-8	14	1.8	-9	0.9	-5	1339	1	1
O=C(c1csc2c1CCCC2)N1CCN(c2ccc(F)cc2)CC1	4	.	5	10	-1.8	-10	0.9	3	1350	1.1	1.2
COCCNC(=O)c1cc(C)ccc1C	4	10	1	14	1.6	2	0.9	1	1349	1	0.9
COC(=O)c1cccc(OCC(O)Cn2ccnc2)c1 (stereo not given)	1	-17	3	6	0.9	-7	0.9	-7	1331	1	1
Cc1[nH]c2ccccc2c1N=Nc1cc(C(=O)O)cc(C(=O)O)c1	14	-6	-6	-12	0.63	7	1.1	8	1607	1	1.1
COc1ccccc1CN1CCNC(=O)C1CC(=O)NCc1cn(C)nc1C (stereo not given)	20	-14	3	.	.	6	.	4	1448	.	.
CCN(C1CCCCC1)S(=O)(=O)c1ccc(S(=O)(=O)N2CCN(CCC#N)CC2)cc1	1	-6	3	16	.	4	0.8	-1	1730	0.8	0.8
O=S(=O)(c1cccc(-c2n[nH]c(=S)n2C2CCCC2)c1)N1CCOCC1	-2	0	4	2	-0.12	6	1	3	1481	1.1	1.1
CC(=O)NC(=S)Nc1ccc2oc(-c3cc(F)c(F)cc3Cl)nc2c1	8	-14	5	-13	-0.68	2	1.1	1	1600	1.1	1
O=C(C1=C[C@@H](c2csc3ccccc23)C[C@@H](OCCCCO)O1)N1CCN(Cc2ccc3c(c2)OCO3)CC1	3	-5	4	33	.	11	0.7	-11	1663	0.9	0.9
COc1ccc(C)cc1NC(=O)NCc1ccco1	8	7	-4	0	0.25	5	1	-8	1595	1	1.1
Cc1cc(C)n(-c2ccc(C(F)(F)F)cc2[N+](=O)[O-])n1	-1	-21	-7	22	.	-4	0.8	-1	1485	1	1
COc1ccc(S(=O)(=O)N2CCOCC2)cc1NC(=O)COc1ncnc2ccccc12	2	-15	3	6	.	-1	0.9	0	1647	1	0.9
COc1ccc(C(=O)Nc2cccnc2)cc1C(=O)Nc1cccnc1	4	-8	-6	-18	.	1	1.2	2	1429	1.4	1.2
CCOc1ccc(N(CC(=O)NCC(C)C)S(C)(=O)=O)cc1	2	-8	4	8	.	0	0.9	1	1605	1	1
Cc1cc(C)c(S(=O)(=O)Nc2ccc(O)cc2)c(C)c1	4	15	-7	26	.	-1	0.7	-2	1535	0.8	0.8
CN(c1cccc(NC(=O)COc2ccc(Cl)cc2Cl)c1)S(C)(=O)=O	7	.	4	8	1.6	11	0.9	-1	1338	1	1
Cc1ccccc1C(=O)N1CCN(c2ccc([N+](=O)[O-])c(N3CCOCC3)c2)CC1	4	.	3	5	.	11	0.9	5	1767	0.9	1
O=C(CN(Cc1ccc(F)cc1)C(=O)c1ccco1)NCc1ccc(F)cc1	10	21	-2	12	.	-2	0.9	6	1731	0.9	0.9
CC(C)N(C(=O)Nc1ccc2nsnc2c1)C(C)C	52*	-14	1	60*	0.65	2	0.4	5	1632	0.4	0.4
CCOC(=O)N1CCN(C(=O)/C=C/c2ccc([N+](=O)[O-])cc2)CC1	2	0	7	3	-0.053	7	1	16	1675	1.1	1
CCOc1ccc2nc(N3CCC(C(=O)N4CCN(C5CCCCC5)CC4)CC3)sc2c1	-16	1	6	-10	.	7	1.1	6	1549	1.1	1
Cc1nc(-c2cn[nH]c2-c2ccc(O)cc2O)cs1	-3	-13	7	7	-3.1*	3	0.9	0	1755	1	1
Cc1csc(NC(=O)c2sc3nc(-c4cccs4)ccc3c2N)n1	-65	44	9	37	.	12	0.6	8	1791	1.8	1.4
CC(NCc1cc(Br)ccc1OCC(=O)NCc1ccccc1)c1ccccc1 (stereo not given)	18	6	11	-3	-1.6	0	1	-1	1457	0.9	0.9
CCN(Cc1cnn(C)c1)Cc1nc(C2(c3ccc(C)cc3)CCCC2)no1	9	10	4	4	-0.33	2	1	5	1664	1.1	0.9
CC(C)(C)c1cc(NC(=O)COc2ccc(Br)cc2)n(-c2ccccc2)n1	-4	.	6	9	-0.33	7	0.9	5	1694	1	0.9
O=C(CCS(=O)(=O)c1cccc2nsnc12)NCc1ccccc1Cl	7	.	0	0	0.33	5	1	-6	1447	1	1
COc1cccc(C2C3=C(N=c4s/c(=C\c5ccccc5O)c(=O)n42)c2ccccc2CC3)c1OC (stereo not given)	-3	-2	11	16	0.37	2	0.8	6	1731	1.1	1
CC(C)(O)C1Cc2cc(/C=C/C(=O)O)c(O)cc2O1 (stereo not given)	13	2	3	32	1.1	-5	0.7	-2	1482	0.1	0.1
COC(=O)c1nc2nc(C)cc(C(F)(F)F)n2n1	1	-4	4	6	.	-2	0.9	7	1511	1	1.1
Cc1cc(C(=O)NNC(=O)C2CCCC2)c(C)o1	-2	-11	3	4	1.4	1	1	3	1685	1	1.1
CN(C)CCNC(=O)/C=N/O	-8	6	10	9	.	-4	0.9	2	1733	1	1
Clc1ccc(-c2cc(CSc3cccc(Cl)c3)on2)cc1	7	.	0	18	.	-1	0.8	1	1608	0.9	0.9

In another format: entries from further up.
SMILES,G6PDH counter,S1P3 antag,PPARg SRC2 recr,Diaphorase inh,ROMK primary,PPARg SRC-3 ag,Diaph act CS,PPARg SRC-1 ag,SRC2 TRFRET art,PMI act satM6P,PMI act
O=C(CCS(=O)(=O)c1cccc2nsnc12)NCc1ccccc1Cl,7,.,0,0,0.33,5,1,-6,1447,1,1
COc1cccc(C2C3=C(N=c4s/c(=C\c5ccccc5O)c(=O)n42)c2ccccc2CC3)c1OC (stereo not given),-3,-2,11,16,0.37,2,0.8,6,1731,1.1,1
CC(C)(O)C1Cc2cc(/C=C/C(=O)O)c(O)cc2O1 (stereo not given),13,2,3,32,1.1,-5,0.7,-2,1482,0.1,0.1
COC(=O)c1nc2nc(C)cc(C(F)(F)F)n2n1,1,-4,4,6,.,-2,0.9,7,1511,1,1.1

Going on with the list.
SMILES	G6PDH counter	S1P3 antag	PPARg SRC2 recr	Diaphorase inh	ROMK primary	PPARg SRC-3 ag	Diaph act CS	PPARg SRC-1 ag	SRC2 TRFRET art	PMI act satM6P	PMI act
CCC(C)(C(=O)NC1CCCCC1)N(Cc1ccco1)C(=O)CNC(=O)c1ccccc1 (stereo not given)	2	.	-2	5	.	1	0.9	5	1731	1	0.9
COc1ccc(/C=C/C(=O)c2ccc(OC)cc2OC)c(OC)c1	4	-7	-5	19	.	-1	0.8	9	1610	0.9	0.8
C=C(C)c1cccc(C(C)(C)NC(=O)NCCN(CC)CC)c1	13	0	-1	13	0.0036	2	0.9	-7	1426	0.9	1
COc1ccc(N2CCCn3c2nc2c3c(=O)n(Cc3ccc(C)cc3)c(=O)n2C)c(OC)c1	7	-15	-2	23	-0.15	6	0.8	8	1801	0.6	0.8
O=C(CSc1ccc([N+](=O)[O-])cc1)NCC1CCCCC1	5	-2	4	-3	-1.8	0	1	3	1423	1.2	1.1
COc1ccccc1CN1C(=O)[C@@H]2C(CCC(N)=O)NC3(C(=O)Nc4c3ccc(Cl)c4C)[C@@H]2C1=O (stereo not given in full)	3	-12	-3	15	0.33	-4	0.8	-1	1463	1	1
COc1ccc(C(=O)C2CCCN(C(=O)c3cccnc3SC)C2)c(C)c1 (stereo not given)	14	-12	-6	13	-0.59	0	0.9	-2	1484	0.9	0.9
Cc1ccc(NC(=O)C(=S)NCc2ccco2)cc1	6	.	-3	8	.	9	0.9	2	1578	1	1
CCOc1ccc(/C=N/NC(N)=S)cc1	-8	0	6	22	.	1	0.8	9	1620	1	0.9
COc1cccc(-n2c(SCC(=O)NC(C)(C)C)nnc2-c2ccoc2C)c1	-4	-39	10	17	0.39	16	0.8	6	1634	0.9	1
CCCCOc1cc(C)nc(NCc2ccccc2)n1	12	-36	8	22	0.51	8	0.8	10	1576	0.8	0.9
CS(=O)(=O)c1ccccc1-c1nc(-c2cc(C(F)(F)F)cc(C(F)(F)F)c2)no1	6	.	-3	25	0.21	-1	0.8	-6	1335	0.9	0.9
Cc1ccc(N(C(=O)CNC(=O)c2ccco2)C(C(=O)NCC2CCCO2)c2ccccc2)cc1 (stereo not given)	4	5	1	10	.	2	0.9	4	1505	1	1.1
Cc1cccc(C)c1N=C1NN=C(c2ccccc2F)CS1	11	-7	-2	11	-0.64	-2	0.9	7	1672	1	0.9
CCC(C)[C@H](NC(=O)Nc1ccc(S(N)(=O)=O)cc1)C(=O)O (stereo not given in full)	0	3	0	-7	0	-1	1.1	-3	1582	1	1.1
O=C(COc1ccc(=O)n(-c2ccccc2)n1)Nc1ccccc1	-6	-14	1	4	.	2	1	-1	1506	1	1
O=C(CCN1C(=O)c2ccccc2S1(=O)=O)NCc1ccco1	-5	-6	1	10	.	19	0.9	-1	1617	1	0.9
Cc1cccc(Cn2cnc3c(NS(C)(=O)=O)c(C)c(C)cc32)c1	4	.	3	8	-1.3	-4	0.9	0	1621	1	0.9
Cc1nnc(NN2CCOCC2)[nH]c1=O	4	-28	2	14	0.23	-2	0.9	10	1497	0.8	0.9
Cc1cc2ccccc2c(=O)n1CC(=O)N(C)c1ccc(F)cc1	-3	-10	9	7	0.37	7	0.9	7	1638	1	1
O=C(CSc1nnc(-c2ccccc2)c(-c2ccccc2)n1)NC1CCS(=O)(=O)C1 (stereo not given)	4	-17	-1	0	-0.19	0	1	5	1627	1.1	1
COc1cc2ncnc(NCCc3ccccc3)c2cc1OC	11	-1	11	-22	-0.82	3	1.2	3	1416	1.1	1.1
Nc1c(C(=O)Nc2ccc(Cl)c(Cl)c2)sc2nc(-c3cccnc3)ccc12	15	-1	-4	24	.	6	0.8	0	1634	1	0.9
Cc1ccsc1C(=O)Nc1cc(C(C)(C)C)nn1-c1ccccc1	-1	.	2	8	-1	8	0.9	-2	1457	1	0.9
N#Cc1nc(-c2cccs2)oc1NCc1ccccc1Cl	0	.	1	6	-1.5	-2	0.9	6	1639	1	1.1
CCCCCSc1nc(O)cc(=O)[nH]1	6	.	2	16	0.25	-10	0.8	-1	1487	0.9	0.8
